# From PubChem
# INS-1E ATP HTS: protection of INS-1E cells from cytokine death, primary screen, ATP luminescence, single point; INS-1E cytokine-induced death, 48 h; normalised: neutral wells 0, positive control 100; protection from cytokine-induced ATP loss, % at 10 µM; 20,000 compounds, 0.1% hits; AID 488910, 2010;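 active means mean replicate protection from cytokine-induced ATP loss at least 50% and at least 75% of replicates each reaching 50%; inconclusive means meets only one of the two criteria, mean or replicate share; inactive means fails both the mean and replicate share criteria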
#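 Assay system: INS-1E rat insulinoma cells. Amount: 8000 cells per well. Medium: phenol-red-free RPMI with 5% fetal bovine serum. Reagent: IL-1β, TNF-α and IFN-γ cytokine mix. Doses: one compound concentration, pin transfer. Schedule: 48 h co-treatment, 10 min post-lysis read. Detection: CellTiter-Glo luminescence measuring cellular ATP.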
# T cruzi intra: inhibitors of intracellular Trypanosoma cruzi, primary screen, cell-based, plate reader, single point, set 2; 22,000 compounds, 4.9% hits; activity score (inhibition), % at 5.01 µM; intracellular Trypanosoma cruzi in host cells; AID 651903, 2012; in the data active means activity score above about 55%; inconclusive means no clear call, values can overlap the other calls;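 further: parasites and compound incubated about four days before reading; 0% = median of neutral control wells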
# An asterisk follows results filed as active; ? = inconclusive; / = no result given. An unsorted share of the library; overall some 5.3% were active at least once.
# Screens in order: INS-1E ATP HTS	T cruzi intra
1	C[C@H]1CN([C@@H](C)CO)C(=O)c2cc(NC(=O)Cc3cn(C)c4ccccc34)ccc2O[C@H]1CN(C)S(=O)(=O)c1ccccc1
 : /	7
2	C[C@H](CO)N1C[C@H](C)[C@H](CN(C)C(=O)NC2CCCCC2)Oc2ncc(C#Cc3ccc(F)cc3)cc2C1=O
 : -19	34
3	C[C@H]1CN([C@@H](C)CO)C(=O)Cc2cc(NC(=O)CCC(F)(F)F)ccc2O[C@@H]1CN(C)C(=O)Nc1cccc2ccccc12
 : 12	-41
4	COc1ccc(CN(C)C[C@@H]2Oc3ccc(NC(=O)C4CC4)cc3CC(=O)N([C@@H](C)CO)C[C@@H]2C)cc1
 : -7	18
5	C[C@@H]1CN([C@@H](C)CO)C(=O)c2cc(NC(=O)c3ccncc3)ccc2O[C@H]1CN(C)C
 : 3	-17
6	C[C@@H]1CN([C@H](C)CO)C(=O)Cc2cc(NS(=O)(=O)c3cn(C)cn3)ccc2O[C@H]1CN(C)C(=O)Nc1ccccc1
 : 4	-14
7	COc1ccc(S(=O)(=O)Nc2ccc3c(c2)C(=O)N([C@@H](C)CO)C[C@H](C)[C@H](CN(C)S(C)(=O)=O)O3)cc1
 : /	-2
8	C[C@H]1CN([C@@H](C)CO)C(=O)c2cccc(NC(=O)c3ccncc3)c2O[C@@H]1CN(C)CC1CC1
 : 5	31
9	C[C@H]1CN([C@@H](C)CO)C(=O)c2cc(NC(=O)CCCN(C)C)ccc2O[C@@H]1CN(C)CC1CCCCC1
 : /	0
10	C[C@@H]1CN([C@@H](C)CO)C(=O)CCCn2nncc2CO[C@H]1CN(C)S(=O)(=O)c1ccc(Oc2ccccc2)cc1
 : /	8
11	C[C@H]1CN([C@@H](C)CO)C(=O)c2cc(NC(=O)NC3CCCCC3)ccc2O[C@@H]1CN(C)C(=O)Nc1cccc2ccccc12
 : /	-24
12	Cc1cc(C(=O)Nc2cccc3c2O[C@@H](CN(C)S(=O)(=O)c2cn(C)cn2)[C@@H](C)CN([C@H](C)CO)C3=O)n(C)n1
 : 14	-30
13	CC(C)NC(=O)N(C)C[C@@H]1OCCCC[C@@H](C)Oc2ccc(NC(=O)Nc3ccc(F)cc3)cc2C(=O)N([C@H](C)CO)C[C@@H]1C
 : 11	-12
14	C[C@@H]1CN([C@H](C)CO)C(=O)c2cccc(NC(=O)Nc3ccc(F)cc3)c2O[C@@H]1CN(C)C(=O)Nc1ccc2c(c1)OCO2
 : 8	1
15	O=C(O)CCCCCCC(=O)N/N=C/CCC1CCCCC1
 : -7	-26
16	C[C@@H]1CN([C@@H](C)CO)C(=O)Cc2cc(NS(=O)(=O)c3cn(C)cn3)ccc2O[C@@H]1CN(C)Cc1ccc(C(F)(F)F)cc1
 : 5	-9
17	C[C@H]1CN([C@@H](C)CO)C(=O)CCCn2nncc2CO[C@@H]1CN(C)Cc1ccccc1
 : /	-3
18	C[C@H]1CN([C@@H](C)CO)C(=O)c2cc(NS(C)(=O)=O)ccc2O[C@@H]1CN(C)S(=O)(=O)c1cccs1
 : 3	-11
19	CNC[C@H]1Oc2ccc(NC(=O)NC(C)C)cc2C(=O)N([C@H](C)CO)C[C@@H]1C
 : 6	7
20	CC(C)NC(=O)N(C)C[C@@H]1Oc2c(cccc2N(C)C)C(=O)N([C@@H](C)CO)C[C@H]1C
 : 10	2
21	C[C@H](CO)N1C[C@H](C)[C@@H](CN(C)CC2CCCCC2)Oc2ccc(NS(=O)(=O)c3ccc(Cl)cc3)cc2C1=O
 : -7	22
22	C[C@H]1CN([C@@H](C)CO)C(=O)c2cc(NC(=O)Nc3ccc4c(c3)OCO4)ccc2O[C@@H]1CN(C)C(=O)Nc1ccc2c(c1)OCO2
 : 3	-10
23	C[C@@H]1CN([C@@H](C)CO)C(=O)Cc2cc(NC(=O)C3CCCCC3)ccc2O[C@@H]1CN(C)C(=O)NC1CCCCC1
 : -1	-6
24	C[C@H](CO)N1C[C@H](C)[C@@H](CN(C)C(=O)NC2CCCCC2)Oc2ccc(NS(=O)(=O)c3ccc(F)cc3)cc2C1=O
 : -2	-12
25	CCCN(C)C[C@@H]1Oc2ncc(-c3cc4ccccc4o3)cc2C(=O)N([C@H](C)CO)C[C@@H]1C
 : /	?
26	C[C@@H]1CN([C@H](C)CO)C(=O)c2cc(N(C)C)ccc2O[C@H]1CN(C)Cc1ccncc1
 : 3	7
27	C[C@H]1CN([C@@H](C)CO)C(=O)c2cccc(NC(=O)C3CCCCC3)c2O[C@@H]1CN(C)Cc1ccc(-c2ccccc2)cc1
 : 1	4
28	C[C@@H]1CCCCO[C@@H](CN(C)S(C)(=O)=O)[C@@H](C)CN([C@H](C)CO)C(=O)c2cc(NS(=O)(=O)c3cccs3)ccc2O1
 : -7	-1
29	C[C@H](CO)N1C[C@H](C)[C@H](CN(C)C)Oc2ncc(-c3ccc(F)cc3)cc2C1=O
 : /	65*
30	Cc1cccc(CN(C)C[C@H]2OCc3cn(nn3)CCCC(=O)N([C@@H](C)CO)C[C@H]2C)c1
 : -3	2
31	C[C@H]1CN([C@@H](C)CO)C(=O)c2cc(NS(C)(=O)=O)ccc2O[C@@H]1CN(C)Cc1ccncc1
 : 9	0
32	C[C@@H]1CN([C@@H](C)CO)C(=O)CCCn2nncc2CO[C@@H]1CN(C)C(=O)OCc1ccccc1
 : /	-14
33	Cc1ccc(S(=O)(=O)N(C)C[C@H]2Oc3ccc(NC(=O)Nc4ccc(F)cc4)cc3CC(=O)N([C@@H](C)CO)C[C@H]2C)cc1
 : 2	19
34	Cc1ccc(S(=O)(=O)Nc2ccc3c(c2)CC(=O)N([C@@H](C)CO)C[C@H](C)[C@@H](CN(C)Cc2ccc(Cl)c(Cl)c2)O3)cc1
 : -54	75*
35	C[C@@H]1CN([C@H](C)CO)C(=O)Cc2cc(NS(=O)(=O)c3ccc(Cl)cc3)ccc2O[C@@H]1CN(C)S(C)(=O)=O
 : 1	-8
36	C[C@@H]1CN([C@H](C)CO)C(=O)c2cc(NS(=O)(=O)c3ccccc3)ccc2O[C@H]1CN(C)CC1CC1
 : -4	3
37	C[C@H]1CN([C@@H](C)CO)C(=O)c2cccc(NC(=O)c3cnccn3)c2O[C@H]1CN(C)Cc1ccc(C(=O)Nc2ccccc2N)cc1
 : -21	67*
38	C[C@H]1CN([C@@H](C)CO)C(=O)c2cc(NC(=O)CCC(F)(F)F)ccc2O[C@H]1CN(C)S(=O)(=O)c1ccc(F)cc1
 : 1	10
39	Cc1ccc(S(=O)(=O)Nc2cccc3c2O[C@@H](CN(C)S(=O)(=O)c2ccccc2)[C@H](C)CN([C@@H](C)CO)C3=O)cc1
 : 6	11
40	C[C@@H]1CN([C@@H](C)CO)C(=O)c2cc(NC(=O)Nc3ccc(F)cc3)ccc2O[C@H]1CN(C)C(=O)NC1CCCCC1
 : 3	-29

# 7 entries already listed, sorted by molar mass, smallest number first:
# Screens in order: INS-1E ATP HTS	T cruzi intra
29	C[C@H](CO)N1C[C@H](C)[C@H](CN(C)C)Oc2ncc(-c3ccc(F)cc3)cc2C1=O
 : /	65*
5	C[C@@H]1CN([C@@H](C)CO)C(=O)c2cc(NC(=O)c3ccncc3)ccc2O[C@H]1CN(C)C
 : 3	-17
18	C[C@H]1CN([C@@H](C)CO)C(=O)c2cc(NS(C)(=O)=O)ccc2O[C@@H]1CN(C)S(=O)(=O)c1cccs1
 : 3	-11
7	COc1ccc(S(=O)(=O)Nc2ccc3c(c2)C(=O)N([C@@H](C)CO)C[C@H](C)[C@H](CN(C)S(C)(=O)=O)O3)cc1
 : /	-2
40	C[C@@H]1CN([C@@H](C)CO)C(=O)c2cc(NC(=O)Nc3ccc(F)cc3)ccc2O[C@H]1CN(C)C(=O)NC1CCCCC1
 : 3	-29
27	C[C@H]1CN([C@@H](C)CO)C(=O)c2cccc(NC(=O)C3CCCCC3)c2O[C@@H]1CN(C)Cc1ccc(-c2ccccc2)cc1
 : 1	4
13	CC(C)NC(=O)N(C)C[C@@H]1OCCCC[C@@H](C)Oc2ccc(NC(=O)Nc3ccc(F)cc3)cc2C(=O)N([C@H](C)CO)C[C@@H]1C
 : 11	-12

# (list continues)
# Screens in order: INS-1E ATP HTS	T cruzi intra
41	COc1ccc(NC(=O)N(C)C[C@H]2Oc3ccc(N(C)C)cc3CC(=O)N([C@@H](C)CO)C[C@H]2C)cc1
 : 11	-10
42	C[C@H]1CN([C@@H](C)CO)C(=O)c2cc(NS(=O)(=O)c3cn(C)cn3)ccc2O[C@@H]1CN(C)S(=O)(=O)c1ccc(Cl)cc1
 : -2	-9
43	C[C@@H]1CN([C@@H](C)CO)C(=O)c2cccc(NC(=O)Nc3ccc4c(c3)OCO4)c2O[C@H]1CN(C)C(=O)Nc1ccc2c(c1)OCO2
 : 6	-17
44	C[C@@H]1CN([C@@H](C)CO)C(=O)c2cc(NC(=O)Cc3ccccc3)ccc2O[C@H]1CN(C)C
 : 1	-12
45	C[C@@H]1CN([C@@H](C)CO)C(=O)c2cc(N(C)C)ccc2O[C@H]1CN(C)Cc1ccc2c(c1)OCO2
 : 5	7
46	C[C@@H]1CN([C@H](C)CO)C(=O)c2cc(NC(=O)Nc3cccc4ccccc34)ccc2O[C@@H]1CN(C)Cc1ccc(Oc2ccccc2)cc1
 : -20	29
47	C[C@H]1CN([C@@H](C)CO)C(=O)c2cccc(NS(=O)(=O)c3ccc(Cl)cc3)c2O[C@H]1CN(C)S(=O)(=O)c1cn(C)cn1
 : 2	-18
48	C[C@@H]1CN([C@@H](C)CO)C(=O)c2cccc(NC(=O)c3ccc(-c4nccs4)cc3)c2O[C@H]1CN(C)S(=O)(=O)c1cn(C)cn1
 : 3	3
49	C[C@@H]1CN([C@@H](C)CO)C(=O)c2cccc(NC(=O)C3CCCCC3)c2O[C@H]1CN(C)S(=O)(=O)c1cn(C)cn1
 : 9	-3
50	C[C@@H]1CN([C@@H](C)CO)C(=O)c2cc(NC(=O)CCCN(C)C)ccc2O[C@@H]1CN(C)Cc1ccc(Oc2ccccc2)cc1
 : -5	9
51	C[C@@H]1CCCCO[C@@H](CN(C)S(=O)(=O)c2ccccc2)[C@@H](C)CN([C@H](C)CO)C(=O)c2cc(NC(=O)c3ccccc3)ccc2O1
 : -2	-7
52	C[C@H]1CN([C@@H](C)CO)C(=O)c2cccc(NC(=O)c3ccncc3)c2O[C@@H]1CN(C)S(=O)(=O)c1ccc(F)cc1
 : 5	-3
53	C[C@@H]1CN([C@H](C)CO)C(=O)c2cccc(NC(=O)NC3CCCCC3)c2O[C@@H]1CN(C)C(=O)NC1CCCCC1
 : 10	31
54	C[C@@H]1CN([C@@H](C)CO)C(=O)c2cccc(NS(=O)(=O)c3ccc(F)cc3)c2O[C@H]1CN(C)S(=O)(=O)c1ccccc1
 : 7	41
55	Cc1noc(C)c1S(=O)(=O)Nc1ccc2c(c1)CC(=O)N([C@@H](C)CO)C[C@@H](C)[C@@H](CN(C)Cc1ccc(C(=O)Nc3ccccc3N)cc1)O2
 : -5	71*
56	C[C@@H]1CCCCO[C@@H](CN(C)Cc2ccc(C(=O)Nc3ccccc3N)cc2)[C@@H](C)CN([C@H](C)CO)C(=O)c2cc(NC(=O)Cc3ccccc3)ccc2O1
 : -2	32
57	C[C@H](CO)N1C[C@H](C)[C@H](CN(C)S(=O)(=O)c2ccccc2)Oc2ccc(NC(=O)Nc3ccc(F)cc3)cc2CC1=O
 : -3	-18
58	COc1ccc(NC(=O)N(C)C[C@H]2Oc3c(NS(=O)(=O)c4ccc(OC)cc4)cccc3C(=O)N([C@@H](C)CO)C[C@H]2C)cc1
 : 8	4
59	O=C(NO)c1cccc(C(=O)N/N=C/C(Br)=C/c2ccccc2)c1
 : 2	-38
60	C[C@@H]1CN([C@H](C)CO)C(=O)Cc2cc(NC(=O)Cn3cnnn3)ccc2O[C@@H]1CN(C)Cc1ccncc1
 : 6	-1
61	C[C@H]1CN([C@@H](C)CO)C(=O)c2cc(NS(=O)(=O)c3ccccc3)ccc2O[C@@H]1CN(C)C(=O)NC1CCCCC1
 : 2	-9
62	O=C(CCCCC(=O)N/N=C/c1ccc(Oc2ccccc2)cc1)NO
 : 6	11
63	C[C@H](CO)N1C[C@H](C)[C@H](CN(C)S(=O)(=O)c2ccc(C#N)cc2)Oc2ncc(/C=C/c3ccccc3)cc2C1=O
 : /	34
64	C[C@@H]1CN([C@H](C)CO)C(=O)Cc2cc(NC(=O)Cc3ccccc3)ccc2O[C@H]1CN(C)CC1CCCCC1
 : -12	9
65	C[C@@H]1CN([C@H](C)CO)C(=O)Cc2cc(NS(C)(=O)=O)ccc2O[C@@H]1CN(C)Cc1ccc(Oc2ccccc2)cc1
 : 1	-24
66	C[C@@H]1CCCCO[C@@H](CN(C)S(=O)(=O)c2ccccc2)[C@@H](C)CN([C@H](C)CO)C(=O)c2cc(NC(=O)Nc3cccc4ccccc34)ccc2O1
 : 6	1
67	CNC[C@H]1Oc2c(NC(=O)c3cc(C)nn3C)cccc2C(=O)N([C@@H](C)CO)C[C@@H]1C
 : 4	-14
68	COc1ccc(S(=O)(=O)N(C)C[C@@H]2Oc3ccc(NC(=O)Nc4ccccc4)cc3CC(=O)N([C@H](C)CO)C[C@@H]2C)cc1
 : 12	-25
69	Cc1noc(C)c1NC(=O)N(C)C[C@H]1Oc2c(NS(=O)(=O)c3cccs3)cccc2C(=O)N([C@H](C)CO)C[C@H]1C
 : 5	-18

# 2 entries drawn at random from the list so far:
# Screens in order: INS-1E ATP HTS	T cruzi intra
68	COc1ccc(S(=O)(=O)N(C)C[C@@H]2Oc3ccc(NC(=O)Nc4ccccc4)cc3CC(=O)N([C@H](C)CO)C[C@@H]2C)cc1
 : 12	-25
69	Cc1noc(C)c1NC(=O)N(C)C[C@H]1Oc2c(NS(=O)(=O)c3cccs3)cccc2C(=O)N([C@H](C)CO)C[C@H]1C
 : 5	-18
